NTR1 agonist: agonists of NTR1, primary screen, imaging, U2OS cells, beta-arrestin-GFP, high content (AID 493036) | NTR1-U2OS beta-arrestin-GFP spot imaging, agonist mode | P30989 | activation, % at 20 µM | 0.17% of 330,000 active;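 active = activation at or above 40% of the spot to cytoplasm intensity ratio, with at least 20 cells analyzed; inconclusive = wells under 20 cells, flagged as cytotoxic or low count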;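 also: 0% = DMSO without peptide and 100% = 100 nM NTR1 peptide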
Target sequence (P30989 whole entry, looked up): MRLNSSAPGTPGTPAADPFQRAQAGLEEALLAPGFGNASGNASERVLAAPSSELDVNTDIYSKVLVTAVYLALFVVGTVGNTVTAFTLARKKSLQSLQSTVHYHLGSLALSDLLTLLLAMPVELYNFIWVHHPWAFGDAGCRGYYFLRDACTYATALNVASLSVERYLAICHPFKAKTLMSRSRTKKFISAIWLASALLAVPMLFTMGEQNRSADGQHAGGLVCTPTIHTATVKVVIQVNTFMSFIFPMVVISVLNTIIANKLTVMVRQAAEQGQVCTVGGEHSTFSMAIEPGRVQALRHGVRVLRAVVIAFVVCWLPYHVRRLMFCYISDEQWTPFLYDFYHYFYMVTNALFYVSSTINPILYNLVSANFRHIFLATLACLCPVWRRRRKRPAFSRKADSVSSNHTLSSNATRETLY
SV40 large T antigen: SV40 large T antigen inhibitors, biochemical (AID 1903). SV40 large T antigen ATPase/helicase inhibition assay; higher % means a stronger effect. inhibition, % at 20 µM; hits with a dose series show IC50 in µM. 0.39% of 310,000 active; in the data active = a potency from the dose series; inconclusive = inhibition mostly from about 32% at the one dose, without a potency; inactive = the rest, 99 in 100 with inhibition below about 32%; also: strong numbers were not always called active
MgcRacGAP inhibition: MgcRacGAP GTPase-activating activity inhibitors, confirmation, biochemical, ADP Hunter fluorescence | MgcRacGAP-stimulated Rac1 GTP hydrolysis, ADP Hunter fluorescence; higher % means a stronger effect; GST-tagged Rac1 F28L mutant substrate | inhibition, % at 30 µM, or IC50 in µM where a hit was titrated | 0.6% of 340,000 active;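 active = first-screen hits whose inhibition reached a set limit at any dose in the follow-up dose series; inconclusive = inhibition above the set first-screen limit but never retested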;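 also: fluorescence reports GDP produced by GAP-driven GTP hydrolysis; strong numbers were not always called active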
SIAH1 antagonists: blockers of Siah-1 interaction with plectin peptide – biochemical, fluorescence polarization, rhodamine-plectin, uHTS, primary screen (AID 1817); Siah-1 / rhodamine-plectin peptide fluorescence polarization; higher % means a stronger effect; displacement, % at 20 µM; hits with a dose series show IC50 in µM; 0.02% of 290,000 active;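 active = displacement of at least 50% at 20 µM, with a fluorescence ratio check between 0.3 and a set limit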;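 also: plate controls were Siah plus tracer with DMSO for no effect and tracer alone without Siah for full effect; strong numbers were not always called active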
UTI89 phage lysis: inhibition of K1F phage lysis, E. coli UTI89, bacterial capsule biogenesis inhibitors, alamar blue (AID 488966) | E. coli UTI89 K1F phage lysis, alamar blue, 2 h; higher % means a stronger effect | inhibition, % at 100 µM; hits with a dose series show IC50 in µM | 0.02% of 340,000 active;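 active = phage lysis inhibition, versus mean bacterial control, above a set limit; inconclusive = no clear call, values can overlap the other calls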;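 also: capsule biogenesis inhibitors block K1F phage lysis so surviving cells raise fluorescence; higher fluorescence means more inhibition of phage lysis; actives were called in the ten point dose series up to 300 µM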
RSV antiviral HEp-2: RSV antiviral activity via CPE protection, HEp-2 cells, primary 10 µM value included (AID 2391); HEp-2 cells, RSV-induced CPE inhibition; higher % means a stronger effect; CPE inhibition, % at 10 µM, or IC50 in µM where a hit was titrated; 0.13% of 310,000 active; in the data active = a potency from the dose series; inconclusive = CPE inhibition mostly from about 23% at the one dose, without a potency; inactive = the rest, 99 in 100 with CPE inhibition below about 21%; also: strong numbers were not always called active
West Nile antiviral: inhibition of WNV-induced cytopathic effect – cell-based, CPE readout (AID 1621); West Nile virus-infected cells, CPE inhibition; higher % means a stronger effect; CPE inhibition, % at 10 µM, or IC50 in µM where a hit was titrated; 0.02% of 290,000 active; in the data active = a potency from the dose series; inconclusive = CPE inhibition mostly from about 3.7% at the one dose, without a potency; inactive = the rest, 99 in 100 with CPE inhibition below about 2.2%; also: strong numbers were not always called active
AID2073: disruptors of CaV2.2 binding to Mint1 – biochemical, HTRF (AID 2073); inhibition, % at 20 µM; hits with a dose series show IC50 in µM; 0.19% of 290,000 active; HTRF protein-protein interaction, Mint1-CaV2.2; higher % means a stronger effect; in the data active = inhibition mostly above about 51%, no sharp cut-off; inconclusive = no clear call, values can overlap the other calls; inactive = mostly below about 53%; also: some results filed as inactive read as strong as hits
NS5 inhibitors: flavivirus cap methylation enzyme inhibition – biochemical, confirmation dose response, primary screen (AID 588689). one-dose inhibition, % at 25 µM; IC50 in µM for titrated hits. Dengue-2 NS5 methyltransferase capping enzyme assay, biochemical; higher % means a stronger effect. 0.3% of 340,000 active; in the data active = a potency from the dose series; inconclusive = inhibition above about 29% without an active follow-up result
NTR1 agonist cell count 20 µM: recorded beside NTR1 agonist, whose call it bears; cell count; measured here: cell count, cytotoxicity flag
NS5 inhibitors pilot replicate: second read-out of NS5 inhibitors, no call of its own (marks repeat the call); inhibition, %; measured here: pilot screen replicate inhibition
* marks the source's active call; other numbers are inactive results; ? = inconclusive; · = no result given; [ ] = remark or other dose.

SMILES | NTR1 agonist | NTR1 agonist cell count 20 µM | SV40 large T antigen | MgcRacGAP inhibition | SIAH1 antagonists | UTI89 phage lysis | RSV antiviral HEp-2 | West Nile antiviral | AID2073 | NS5 inhibitors | others
CCNC(=S)NS(=O)(=O)c1ccccc1 | -0.3 | 50 | 11% | 11% | 5% | -0.4% | 2.5% | 0.2% | -10% | -6%
CCc1nnc(NC(=O)CSc2nc3cccnc3n2Cc2ccccc2)s1 | -0.1 | 70 | 11% | 3% | -1% | -1.5% | 2.3% | 0.2% | 0% | -2%
O=C(c1ccc(S(=O)(=O)NCc2ccco2)cc1)N1CCCC(C(F)(F)F)C1 (stereo not drawn) | 1.5 | 61 | 13% | 4% | · | 0.4%[50 µM] | 1.5% | · | · | -3%
O=C(c1ncn(Cc2ccccc2)c1C(=O)N1CCN(c2ccccc2)CC1)N1CCN(c2ccccc2)CC1 | -1.7 | 52 | · | 8% | · | 0.9% | · | · | · | -14%
CC(C)C[C@H](NC(=O)c1nc[nH]c1C(=O)N(C)Cc1ccccc1)C(=O)OCc1ccccc1 | 20 | 49 | 3% | 9% | 2% | -0.4% | -0.6% | -0.7% | 7% | -9%
CN(CC(=O)O/N=C(\N)c1ccccn1)S(=O)(=O)c1ccc(Br)cc1 | 0.5 | 62 | 2% | 3% | 1% | 0.7% | 0.6% | -0.2% | 4% | -4%
Cc1ccc2nsnc2c1S(=O)(=O)N(Cc1ccco1)Cc1cc2cccc(C)c2[nH]c1=O | 5.3 | 63 | 0% | 10% | -3% | -0.4% | 0.3% | 0.8% | 12% | -2%
COC(=O)Cn1c(=NC(=O)C2COc3ccccc3O2)sc2cc(S(N)(=O)=O)ccc21 (stereo not drawn) | 3.5 | 64 | 10% | 4% | 11% | 1.0%[50 µM] | 1.4% | 0.2% | 27% | 0%
C/C(=N\NC(=O)c1c(Cl)c(C)nn1C)c1cccc(NC(=O)COc2ccccc2)c1 | -0.2 | 47 | -2% | 8% | 7% | -1.7% | 1.9% | -0.4% | 3% | 4%
CCN(CC(=O)Nc1ccc2c(c1)OCCO2)Cc1cc(=O)oc2c(C)c(C)ccc12 | 0.5 | 60 | 7% | 9% | -7% | -1.1% | 1.0% | -0.4% | -3% | -3%
CN1CCN(Cc2c(O)ccc3occ(C(=O)c4ccccc4)c23)CC1 | -2.2 | 84 | 2% | 9% | 1% | 2.3% | 0.5% | 0.0% | 13% | -6%
CC(C)n1nc(C(=O)Nc2ccc(-n3cnnn3)cc2)c2ccccc2c1=O | 1.9 | 66 | · | 0% | · | 2.3% | · | · | · | -1%
O=C(NC1CCC1)C1CCC(=O)N(Cc2cccc(F)c2)C1 (stereo not drawn) | -0.3 | 59 | 1% | 2% | 0% | -0.1% | 0.4% | 0.3% | -2% | -8%
CCOC(=O)C1=C(C)N(CCCC(=O)O)C(=O)NC1c1ccccc1 (stereo not drawn) | -0.4 | 50 | 21% | 9% | · | 1.2% | 2.3% | 0.3% | · | -3%
COc1ccccc1CC(=O)NC12CC3CC(CC(C3)C1)C2 | 0.5 | 67 | 36% | -13% | 7% | 0.2% | 1.5% | -1.3% | -1% | 1%
COc1ccc(S(=O)(=O)NCCN2CCOCC2)c(C)c1C | 0.6 | 72 | 6% | 5% | 2% | 0.1% | -0.1% | -0.5% | 8% | -4% | NS5 inhibitors pilot replicate=-0.9
N#CC(Cc1ccc(OC(F)F)cc1)c1nc2ccccc2[nH]1 (stereo not drawn) | -1.5 | 61 | -10% | 4% | -1% | 2.1% | 0.1% | -0.8% | 3% | -7%
CCn1c(SCC(N)=O)nnc1C(C)C | 1.1 | 54 | 3% | 2% | 1% | -3.1% | -0.3% | 0.3% | 24% | -3%
CNC(=O)Nc1ccc(C2SCCS2)cc1 | 1.1 | 58 | 14% | 6% | 12% | 0.2% | 1.4% | 0.0% | 4% | 8%
Cc1ccc(C)c(NS(=O)(=O)c2c(C)nn(C)c2C)c1 | -0.1 | 61 | 7% | 5% | -1% | 5.0% | 2.5% | -0.8% | -5% | -5%
O=C(CN1CCN(c2ccccn2)CC1)Nc1ccc(F)cc1 | 0.7 | 36 | 4% | 79µM* | 6% | -0.3% | -0.6% | -0.1% | 34% | 10%
COc1ccccc1-c1nnc(SC(C)C(=O)O)n1-c1ccccc1 (stereo not drawn) | 0.9 | 43 | 3% | 10% | 11% | 0.1% | 2.7% | 0.5% | 1% | -6%
COc1ccccc1NC(=O)CN(C)S(=O)(=O)c1cc(C)ccc1OC | -0.4 | 85 | 25% | 5% | 2% | 0.8% | 2.0% | -0.4% | -8% | -7%
O=C(Nc1ccc(S(=O)(=O)N2CCOCC2)cc1)c1ccc2ncsc2c1 | -1.3 | 54 | 36% | 14% | 11% | -0.3% | 1.1% | -0.3% | 7% | -16%
Cc1cc(C)c2c(=O)[nH]c(SCC(=O)c3ccc(F)c(C)c3)nc2n1 | · | · | · | 3% | 4% | -0.4% | 0.1% | -0.5% | 27% | 24%
SMILES | NTR1 agonist | NTR1 agonist cell count 20 µM | SV40 large T antigen | MgcRacGAP inhibition | SIAH1 antagonists | UTI89 phage lysis | RSV antiviral HEp-2 | West Nile antiviral | AID2073 | NS5 inhibitors | others
COc1ccc(C2C(C(=O)c3ccco3)=C(O)C(=O)N2Cc2cccnc2)cc1OC (stereo not drawn) | -1.3 | 53 | 11% | 2% | -3% | 3.3% | 4.3% | 0.4% | 16% | -1%
CC(=O)Nc1cccc(NC(=O)c2cccc3cccnc23)c1 | 2.6 | 51 | 7% | 18% | -7% | -0.5% | 2.1% | 0.6% | 18% | -7%
Cc1cc(NC(=O)Cn2c(=O)oc3ccccc32)no1 | -1.4 | 49 | · | 4% | · | -0.9% | 1.0% | · | · | 8%
Cc1c(NC(=O)CN2C(=O)NC(C)(c3ccccc3Cl)C2=O)c(=O)n(-c2ccccc2)n1C (stereo not drawn) | 6.7 | 44 | 13% | 7% | -3% | 6.7%[50 µM] | 0.4% | 0.5% | -3% | 1%
N#C/C(=C\c1cccc(O)c1)C(=O)N1CCCCC1 | 1.3 | 54 | 13% | 11% | -4% | 1.9% | 0.2% | 0.2% | 18% | ·
CC1CCCC(C)N1C(=O)COC(=O)c1ccc(S(=O)(=O)N(C)c2ccccc2)cc1 (stereo not drawn) | 8.6 | 55 | · | 3% | · | -1.5% | · | · | · | 8%
O=C(CCNC(=O)c1ccc(Br)cc1)OCc1ccccc1Cl | -0.6 | 58 | 25% | 6% | · | -0.5% | -1.3% | · | · | -1%
Cc1ccc(S(=O)(=O)N(C)C)cc1NC(=O)COC(=O)c1ccc2c(c1)NC(=O)CS2 | 0.4 | 59 | 3% | 8% | 0% | -0.6%[50 µM] | 1.3% | 0.2% | 3% | -6%
COc1ccc(NC(=O)c2cc(OC)c(OC)c(OC)c2)cn1 | -0.7 | 51 | 10% | 8% | -2% | 4.3% | 1.0% | 0.5% | 0% | -5%
CCOc1ccccc1C(=O)N[C@H](C(=O)OCc1csc(CC(=O)Nc2ccc(C)cc2)n1)C(C)C | 12 | 73 | · | 2% | · | 0.4% | · | · | · | -13%
CCOc1c(Br)cc(C2NC(=O)CCC2[N+](=O)[O-])cc1OC (stereo not drawn) | -0.7 | 89 | 12% | 8% | 2% | -0.8%[50 µM] | 2.6% | -0.3% | 22% | -10%
Cc1[nH]c2ccc(-c3n[nH]c(=S)n3-c3ccccc3)cc2c1C | 5.9 | 41 | 9% | 5% | 4% | 2.3% | 0.4% | 0.7% | 0% | -4%
CCN(CC)c1ccc(NC(=O)COC(=O)CSc2ccc(Br)cc2C)cc1 | -1.0 | 57 | 21% | 7% | -1% | -0.7%[50 µM] | 3.6% | -0.8% | -34% | -3%
Cn1nc(C(=O)N2CCN(S(=O)(=O)c3ccccc3)CC2)c2ccccc2c1=O | 3.2 | 51 | 13% | 6% | 5% | 0.4% | 0.3% | 0.0% | 9% | 0%
Cc1cc(COc2ccccc2O)on1 | 0.6 | 39 | 7% | 15% | 4% | 0.3% | 1.5% | -0.5% | 13% | 8%
COc1ccc(C(=O)NC2CCN(C(=S)Nc3cc(C)ccc3C)CC2)cc1 | 0.0 | 35 | 0% | 5% | 1% | 2.8% | 2.4% | -0.5% | 1% | -1%
COc1ccc(NC(=S)N2CCN(Cc3cccc(F)c3)CC2)c(OC)c1 | -0.1 | 35 | 6% | 11% | -1% | 0.3% | -0.3% | -0.6% | -1% | -7%
Nc1nc(Nc2cccc(Cl)c2)n[nH]1 | 0.1 | 38 | 16% | · | 3% | · | 2.7% | 0.8% | -5% | ·
Brc1ccc(C2=Nn3cnnc3SC2)cc1 | 0.5 | 82 | 2% | 4% | -2% | 0.0% | 46% | 0.4% | 5% | 0%
COC(=O)c1sccc1NC(=O)CSc1ccccc1NS(=O)(=O)c1cc(Cl)ccc1Cl | 3.3 | 77 | -2% | 8% | -1% | -0.1% | ? | -0.7% | 6% | -2%
CCNC(=S)N1CCC(C(=O)c2ccc(Cl)cc2)CC1 | -0.9 | 56 | 10% | -7% | 0% | 0.0% | 18% | -1.6% | -8% | -10% | NS5 inhibitors pilot replicate=-1.2
Cc1cc(NS(=O)(=O)c2ccc(NC(=O)/C=C/c3c(F)cccc3Cl)cc2)no1 | 0.6 | 68 | 4% | 8% | 5% | -0.3% | 6.9% | 0.7% | 5% | 5%
O=C1CN(C(=O)COC(=O)CNS(=O)(=O)c2ccccc2)c2ccccc2N1 | -0.7 | 62 | 3% | 10% | -2% | 0.0% | 2.4% | 0.0% | 12% | -8%
CCN(CC)S(=O)(=O)c1cccc(-c2nnc(SCC#N)n2Cc2ccccc2)c1 | -0.2 | 69 | 13% | 0% | -3% | 0.6% | 2.3% | 0.5% | 6% | -10%
CC(C(=O)NCC1CCCO1)N1C(=O)C2C3CC(C(Br)C3Br)C2C1=O (stereo not drawn) | 0.0 | 48 | 10% | 14% | -1% | 0.3% | 3.0% | 0.4% | 18% | -8%
S=C(c1ccc(N2CCCC2)c(Br)c1)N1CCCCC1 | 8.2 | 52 | 8% | 3% | 8% | 0.2% | 4.7% | -0.4% | 4% | -2%

Two compounds picked at random from those above, as already listed:
SMILES | NTR1 agonist | NTR1 agonist cell count 20 µM | SV40 large T antigen | MgcRacGAP inhibition | SIAH1 antagonists | UTI89 phage lysis | RSV antiviral HEp-2 | West Nile antiviral | AID2073 | NS5 inhibitors | others
Nc1nc(Nc2cccc(Cl)c2)n[nH]1 | 0.1 | 38 | 16% | · | 3% | · | 2.7% | 0.8% | -5% | ·
CCNC(=S)N1CCC(C(=O)c2ccc(Cl)cc2)CC1 | -0.9 | 56 | 10% | -7% | 0% | 0.0% | 18% | -1.6% | -8% | -10% | NS5 inhibitors pilot replicate=-1.2

Screening data deposited in PubChem by several laboratories.
